# M4 ag = human M4 muscarinic receptor agonists, primary screen, CHO-K1 cells, Fluo-8 calcium fluorescence; 0.14% of 360,000 active; CHO-K1 hM4/Gqi5; vehicle 0%, full acetylcholine response 100%; AID 624127, 2012; Muscarinic acetylcholine receptor M4 (Homo sapiens), P08173; activation, % at 3 µM;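 active means activation above the run mean over all test wells plus 3 SD, cut at about 32% in these data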;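 further: peak over basal fluorescence ratio per well then scaled between controls; 0% = DMSO wells and 100% = acetylcholine at EC100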
# Target sequence (P08173 whole entry, looked up): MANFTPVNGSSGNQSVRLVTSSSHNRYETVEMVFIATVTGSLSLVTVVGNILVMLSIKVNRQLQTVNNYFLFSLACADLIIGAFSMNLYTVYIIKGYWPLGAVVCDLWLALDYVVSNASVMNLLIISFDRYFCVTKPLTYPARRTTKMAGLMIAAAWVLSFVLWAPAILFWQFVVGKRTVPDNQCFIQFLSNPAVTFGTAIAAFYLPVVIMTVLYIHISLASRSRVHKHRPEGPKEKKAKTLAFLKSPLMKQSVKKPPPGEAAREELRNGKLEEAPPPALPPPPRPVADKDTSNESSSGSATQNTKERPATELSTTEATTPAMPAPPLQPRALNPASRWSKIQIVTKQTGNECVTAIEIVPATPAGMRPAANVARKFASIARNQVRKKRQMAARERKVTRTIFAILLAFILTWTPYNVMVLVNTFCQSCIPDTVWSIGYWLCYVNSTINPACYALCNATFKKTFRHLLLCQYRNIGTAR
# CHRM1 agonist = human M1 muscarinic receptor agonists, primary screen, Fluo-8 calcium fluorescence, CHO-K1 cells, HTS | activation, % at 3 µM | CHO-K1 hM1, agonist mode; 0% DMSO, 100% acetylcholine EC100 | AID 588814, 2011 | 0.33% of 360,000 active;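 active means activation above the run's mean compound activation plus 3 SD, cut at about 16% in these data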;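 further: peak over basal fluorescence ratio within a 140 s kinetic read after compound addition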
# Target sequence (P11229 whole entry, looked up): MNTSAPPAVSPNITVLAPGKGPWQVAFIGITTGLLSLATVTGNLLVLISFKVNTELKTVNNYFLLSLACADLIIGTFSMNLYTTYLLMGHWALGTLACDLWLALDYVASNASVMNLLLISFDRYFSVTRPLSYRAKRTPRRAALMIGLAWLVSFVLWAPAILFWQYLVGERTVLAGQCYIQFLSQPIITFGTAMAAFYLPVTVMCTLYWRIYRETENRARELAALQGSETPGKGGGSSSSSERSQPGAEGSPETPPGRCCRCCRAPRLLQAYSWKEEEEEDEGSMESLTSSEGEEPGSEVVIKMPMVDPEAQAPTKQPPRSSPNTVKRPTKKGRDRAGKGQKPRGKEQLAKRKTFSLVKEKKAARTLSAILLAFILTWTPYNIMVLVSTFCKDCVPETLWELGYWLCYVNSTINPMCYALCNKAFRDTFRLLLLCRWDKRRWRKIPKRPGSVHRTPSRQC
# CHRM4 antagonist = human M4 muscarinic receptor antagonists, primary screen, CHO cells, Fluo-8 calcium fluorescence; CHO-hM4 cells, ACh EC80; inhibition, % at 3 µM; 0.73% of 360,000 active; AID 624125, 2012;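 active means inhibition above its plate's cutoff, the mean inhibition of sample wells plus 3 SD, cut at about 27% in these data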;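 further: 0% = acetylcholine EC80 with DMSO and 100% = DMSO without agonist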
# CHRM5 PAM = human M5 muscarinic receptor positive allosteric modulators, primary screen, CHO-K1 cells, Fluo-8 calcium fluorescence; Muscarinic acetylcholine receptor M5 (Homo sapiens), P08912; CHO-K1 hM5, ACh EC20 PAM; 0% = ACh EC20, 100% = ACh EC100; activation, % at 3 µM; 0.3% of 360,000 active; AID 624038, 2012;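 active means activation above the run cutoff, the mean activation of all test compounds plus 3 SD, cut at about 18% in these data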
#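 System: CHO-K1 cell line with stable human muscarinic M5 receptor expression | Also added: EC20 acetylcholine as agonist stimulus | Compound: One concentration, 3 µM final (nominal) | Timing: Fluo-8 loading 80 min at 37 °C plus 30 min room temperature | Measured by: Fluo-8 calcium dye fluorescence, kinetic read | Read-out basis: % activation, ACh-normalized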
# CHRM1 PAM = human M1 muscarinic receptor positive allosteric modulators, primary screen, CHO-K1 cells, Fluo-8 calcium fluorescence, 1536-well; Muscarinic acetylcholine receptor M1 (Homo sapiens), P11229; CHO-K1 hM1, ACh EC20; 0% = ACh EC20, 100% = maximal ACh; activation, % at 3 µM; 0.088% of 360,000 active; AID 588819, 2011; in the data active means activation above about 19%, passing the limit was not always enough
# CHRM5 agonist = human M5 muscarinic receptor agonists, primary screen, CHO-K1 cells, Fluo-8 calcium fluorescence | CHO-K1 hM5 cells; 0% DMSO wells, 100% maximal acetylcholine response | activation, % at 3 µM | 0.19% of 360,000 active | AID 624037, 2012;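 active means activation above the run's mean over test compounds plus 3 SD, cut at about 23% in these data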;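 further: signal is peak over basal fluorescence ratio across the kinetic read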
# CHRM1 antagonist = human M1 muscarinic receptor antagonists, primary screen, CHO-K1 cells, Fluo-8 calcium fluorescence, 1536-well; CHO-K1 hM1, ACh EC80 antagonist; inhibition, % at 3 µM; 1.3% of 360,000 active;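 active means percent inhibition above its own plate's cutoff, namely the mean of that plate's compound wells plus 3 SD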;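 further: peak over basal fluorescence ratio during 140 s after agonist addition; 0% = ACh EC80 plus DMSO and 100% = DMSO alone without agonist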
# TAAR1 ag = human TAAR1 agonists, primary screen, Fluo-8 calcium fluorescence, CHO RD-HGA16 cells; Trace amine-associated receptor 1 (Homo sapiens), Q96RJ0; vehicle wells 0%, saturating PEA agonist 100%; activation, % at 3 µM; 0.99% of 360,000 active; AID 624467, 2012;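 active means activation above the mean activation of all test compounds in the run plus 3 SD, cut at about 38% in these data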
#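 Signal – calcium-sensitive Fluo-8 signal, excitation 470-495, emission 515-575 nm · System – RD-HGA16 (CHO) cells co-expressing Gα16 and hTAAR1 · Incubation – 17-24 h seeding, 75 min 37 °C dye, 30 min RT · Compound dosing – 3 µM single concentration · Repeats – no replicates (n 1)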
# M5 antag = human M5 muscarinic receptor antagonists, primary screen, CHO cells, Fluo-8 calcium fluorescence; 0.59% of 360,000 active; CHO-hM5 cells, ACh EC80; inhibition, % at 3 µM; AID 624040, 2012; Muscarinic acetylcholine receptor M5 (Homo sapiens), P08912;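 active means inhibition above a per-plate cutoff, the mean of that plate's test compounds plus 3 SD, cut at about 27% in these data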;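 further: 0% = acetylcholine EC80 with DMSO and 100% = DMSO without agonist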
# * = called active by the depositor; . = not tested or not shown.
# Preview (13 entries):
SMILES,M4 ag,CHRM1 agonist,CHRM4 antagonist,CHRM5 PAM,CHRM1 PAM,CHRM5 agonist,CHRM1 antagonist,TAAR1 ag,M5 antag
O=C(O)c1ccc(NC(CSCc2ccc(F)cc2)C(=O)O)c([N+](=O)[O-])c1 (stereo unspecified),2,3,-7,0,13,2,-12,14,-7
Cc1nc(SC(C(N)=O)c2ccccc2)c(C#N)c(C)c1C (stereo unspecified),4,2,-3,-6,0,6,-2,4,12
COc1cc(C=NNC(=S)Nc2ccc(S(=O)(=O)N3CCCCC3)cc2)cc(OC)c1OC,6,-3,-6,-6,-2,-1,-2,3,0
Clc1ccc2c(c1)nc1n2CCCC1,1,-11,-6,-4,7,-7,-6,3,10
CCc1nc2ccc(C(=O)N(C)Cc3ccco3)cn2c1N(CC)Cc1cccc(Br)c1,-1,-7,-15,-15,3,-4,-18,-2,1
O=C(Nc1ccc(C(=O)N2CCCC2)cc1)c1ccccc1Br,0,-4,-5,5,11,1,-13,1,-12
CC1CCCN(C(=O)CN2CCC(c3nc4ccc(Cl)cc4[nH]3)CC2)C1 (stereo unspecified),0,-7,6,10,2,-10,1,-2,5
Cc1ccc2c(c1)N(CCC(=O)NC1CCCCC1C)C(=O)CO2 (stereo unspecified),2,-4,2,2,16,-4,-13,-2,10
O=C(Cn1cncn1)N/N=C/c1cc([N+](=O)[O-])ccc1O,0,2,1,3,2,-1,-13,8,-1
O=S(=O)(NCC(c1cccnc1)N1CCOCC1)c1ccc(Cl)cc1 (stereo unspecified),1,-7,-1,3,9,0,-9,8,0
COc1ccc(CC(=O)N(C)Cc2cccc(F)c2)cc1S(=O)(=O)N1CCOCC1,2,-3,-4,3,0,0,0,1,-1
Cc1ccc(S(=O)(=O)Nc2cc(C)c(O)c(Sc3n[nH]c(C)n3)c2)cc1,1,-6,-13,3,-4,3,-7,1,1
S=c1[nH]c2ccccc2o1,1,-1,-5,-2,0,-2,7,0,1

# This part in full, from the start:
SMILES,M4 ag,CHRM1 agonist,CHRM4 antagonist,CHRM5 PAM,CHRM1 PAM,CHRM5 agonist,CHRM1 antagonist,TAAR1 ag,M5 antag
O=C(O)c1ccc(NC(CSCc2ccc(F)cc2)C(=O)O)c([N+](=O)[O-])c1 (stereo unspecified),2,3,-7,0,13,2,-12,14,-7
Cc1nc(SC(C(N)=O)c2ccccc2)c(C#N)c(C)c1C (stereo unspecified),4,2,-3,-6,0,6,-2,4,12
COc1cc(C=NNC(=S)Nc2ccc(S(=O)(=O)N3CCCCC3)cc2)cc(OC)c1OC,6,-3,-6,-6,-2,-1,-2,3,0
Clc1ccc2c(c1)nc1n2CCCC1,1,-11,-6,-4,7,-7,-6,3,10
CCc1nc2ccc(C(=O)N(C)Cc3ccco3)cn2c1N(CC)Cc1cccc(Br)c1,-1,-7,-15,-15,3,-4,-18,-2,1
O=C(Nc1ccc(C(=O)N2CCCC2)cc1)c1ccccc1Br,0,-4,-5,5,11,1,-13,1,-12
CC1CCCN(C(=O)CN2CCC(c3nc4ccc(Cl)cc4[nH]3)CC2)C1 (stereo unspecified),0,-7,6,10,2,-10,1,-2,5
Cc1ccc2c(c1)N(CCC(=O)NC1CCCCC1C)C(=O)CO2 (stereo unspecified),2,-4,2,2,16,-4,-13,-2,10
O=C(Cn1cncn1)N/N=C/c1cc([N+](=O)[O-])ccc1O,0,2,1,3,2,-1,-13,8,-1
O=S(=O)(NCC(c1cccnc1)N1CCOCC1)c1ccc(Cl)cc1 (stereo unspecified),1,-7,-1,3,9,0,-9,8,0
COc1ccc(CC(=O)N(C)Cc2cccc(F)c2)cc1S(=O)(=O)N1CCOCC1,2,-3,-4,3,0,0,0,1,-1
Cc1ccc(S(=O)(=O)Nc2cc(C)c(O)c(Sc3n[nH]c(C)n3)c2)cc1,1,-6,-13,3,-4,3,-7,1,1
S=c1[nH]c2ccccc2o1,1,-1,-5,-2,0,-2,7,0,1
COCCN(C(=O)CCC(=O)Nc1ccccn1)C(C(=O)NC1CCCC1)c1ccc(OC)cc1 (stereo unspecified),0,-4,-2,-1,2,-4,1,10,-6
COc1cccc(C(=O)Nc2cccc(C(=O)NC3=NN(c4c(Cl)cc(Cl)cc4Cl)C(=O)C3)c2)c1,0,-3,-7,-3,6,1,-1,12,0
CNC(=O)C(=O)N/N=C/c1cccnc1,1,1,9,2,10,1,-12,9,2
COC(=O)C1=C(C)N=C2SC(C)C(=O)N2C1/C=C/c1ccccc1 (stereo unspecified),0,-4,-4,-2,5,-1,-4,11,-4
COc1cc(-c2ncc3ccccn23)cc(OC)c1OC,6,-1,-2,-6,6,2,-4,11,-2
CCCC1=[N+](CC(=O)c2ccc(Br)cc2)CCn2cccc21,0,-8,0,9,0,5,0,1,-10
Cc1ccc(-c2nn(-c3cc(Cl)ccc3[N+](=O)[O-])c(=O)c3ccccc23)cc1C,0,0,-7,7,4,-1,-2,7,0
COc1cc2cc(C(=O)Nc3ccc4c(c3)OCCO4)[nH]c2cc1OC,6,-2,-4,0,3,1,-6,3,5
O=C(O)c1cccc(Oc2ccc([N+](=O)[O-])cc2)c1,1,-5,2,0,5,0,0,-1,-5
Cn1c(COc2ccccc2)nnc1SCC(=O)Nc1ccc(N2CCOCC2)c(Cl)c1,1,-5,2,-3,0,2,1,4,3
O=C(Cc1ccc(Br)cc1)N1CCN(c2ccccc2)CC1,2,-2,-4,12,7,-3,-20,1,-17
S=C1NC2=C(CCCC2=C2SCCCS2)C(c2ccccc2)N1 (stereo unspecified),2,-3,-16,-1,4,-4,-5,1,-15
O=c1c2cn[nH]c2[nH]c(=S)n1-c1ccccc1F,1,-3,-3,-4,3,3,-2,2,2
CCOC(=O)C(Cc1ccccc1)NC(=O)CCCC(=O)c1ccccc1 (stereo unspecified),6,-4,-3,-3,5,-1,-10,1,14
CCCn1c(C)cc(C(=O)COC(=O)c2c(C)nn(-c3ccccc3)c2C)c1C,5,-4,7,0,-2,-8,1,0,7
CC(C)CNc1nc(Oc2ccc(=O)[nH]n2)nc(N(C)C)n1,0,-5,-1,-8,3,-2,-6,7,0
CCOC(=O)[C@H]1[C@H]2COc3ccc(Cl)cc3[C@@H]2N2C(=O)[C@@H](CO)NC(=O)[C@@]12C,4,0,-5,6,2,4,2,11,0
Cc1ccc(S(=O)(=O)c2c[nH]c3ccc(Cl)cc3c2=O)cc1,0,-2,7,-6,12,-2,-23,5,10
Cc1ccc(OCCCC(=O)Nc2ccc3c(c2)OCCO3)cc1,2,-4,-1,-6,8,-1,-6,6,8
CC(=O)Nc1ccc(S(=O)(=O)NCCC(=O)Nc2cc(C)ccn2)cc1,0,-1,-20,-10,4,-1,-8,0,0
C=CCn1c(SCc2csc(-c3ccc(C)cc3)n2)nnc1-c1ccccc1OC,3,-8,-2,1,3,-7,4,2,2
Cc1ccc(CNC(=O)COC(=O)CSc2cc(C)c(Br)cc2C)cc1,0,-5,-1,1,5,-4,-2,-2,-2
CCOC(=O)C1CCN(C(=O)COc2ccc(Cl)cc2C)CC1,1,-4,-1,-5,5,-3,-7,6,2
O=C(CC1C(=O)Nc2ccccc2N1CC(=O)N1CCCC1)Nc1ccc(Br)cc1 (stereo unspecified),0,-4,0,-7,-3,1,3,0,-1
Cc1cc(C)nc(Nc2n[nH]c(COc3ccc4ccccc4c3)n2)n1,0,-1,-6,5,10,2,-15,11,-5
Cc1ccc(NC(=O)Cn2cccc2)cc1,1,-6,-6,-4,-3,-3,10,-1,8
O=C(C[n+]1ccccc1)N/N=C/c1ccccc1[N+](=O)[O-],1,-7,-4,2,9,-10,-11,10,12
COc1cc(CNCCc2ccc(S(N)(=O)=O)cc2)ccc1OCC(=O)N1CCCCC1,0,-11,-8,-2,-10,-5,25,4,-4
CCOc1ccc(N2CC(C(=O)NC3CCSC3=O)CC2=O)cc1 (stereo unspecified),1,11,-12,-2,14,-3,-2,0,17
COc1ccc(OC)c(S(=O)(=O)N2CCCC(C(=O)N3CCCCCC3)C2)c1 (stereo unspecified),0,-1,15,1,15,-2,-14,2,-4
COc1ccc(C(O)(c2ccccc2)C(C(=O)O)c2ccccc2)cc1 (stereo unspecified),0,-4,5,3,2,1,0,2,9
O=C(NCc1ccc2c(c1)OCO2)c1ccc(NS(=O)(=O)c2ccc3c(c2)OCCO3)cc1,7,-2,24,-2,9,5,0,6,-1
CC(C=Cc1ccccc1)=NNS(=O)(=O)c1ccc([N+](=O)[O-])cc1,0,-2,4,-2,0,4,-8,2,12
COc1ccc(F)cc1C(=O)C1CCCN(Cc2c[nH]c3ccccc23)C1 (stereo unspecified),6,-10,5,1,1,-7,-1,7,-7
COC(=O)c1ccc(Nc2cc(C)nc3ccccc23)cc1,0,-7,10,5,1,-2,2,3,3
CN1CCN(c2ccc(NC(=O)CSc3ccccc3)cc2F)CC1,1,-5,-7,0,1,-6,-5,57*,-8
CCNC(=O)Nc1cc(S(=O)(=O)Nc2ccc(OC)cc2)ccc1N1CCOCC1,13,6,20,-20,-11,12,26,.,21
N#CCCN(/N=C/c1cccnc1)C1=NS(=O)(=O)c2ccccc21,0,-6,7,-2,2,-2,2,3,2
CCOc1ccccc1OCCCC(=O)N1CCN(S(=O)(=O)c2ccc(C)cc2C)CC1,10,-5,-5,-6,1,2,-3,10,7
Cc1nn(-c2ccccc2)c2sc(C(=O)OCn3nnc4ccccc4c3=O)cc12,0,-2,1,5,6,2,-6,2,1
Cn1c(=O)[nH]c(=O)c2c1nc(N1CCCCCC1)n2CCSc1nc2ccccc2o1,1,-3,-1,1,8,1,-13,.,0
O=C(NC(=S)Nc1ccc(Br)c(Cl)c1)C1CC1,-1,-6,1,-2,-11,-4,20,1,-10

# Screening results (PubChem)

# These rows are one share of the data, so the mix of outcomes need not match the whole.
